# aSyn yeast inh: rescues yeast growth from alpha-synuclein toxicity; Yeast expressing alpha-synuclein, growth rescue, BacTiter-Glo, 24 h; Potency, µM (top dose mostly 46.1 µM), without a hit: at the top dose growth rescue (activation), usual class: activators; actives 0.14% (n = 370,000); also: potency is read from the fitted curve at half-maximal effect; % of control where 0% means no effect; nearly all actives have a fitted effect of over 65% in size
#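 Screening used galactose-induced yeast with toxic alpha-synuclein levels, exposed to compound for 24 hr at 30 deg C. Cell growth, read with BacTiter-Glo luminescence, gave the measured signal.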
# WRN inhibitor: WRN helicase (human) inhibition; actives 0.46% (n = 360,000); Q14191; Potency, µM (doses to about 114 µM), without a hit: top-dose activity change, negative = inhibition, most hits filed as inhibitors; WRN helicase unwinding, fluorescent forked duplex, kinetic; also: potency is read from the fitted curve at half-maximal effect; % is scaled to controls: 0 for no effect and ±100 for the full control effect; nearly all actives have a fitted effect of over 55% in size
#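 Screening of the MLSMR collection measured strand separation of a quenched forked DNA duplex (100 nM) by 20 nM WRN with 2 mM ATP, all final. Compounds were preincubated with enzyme 15 min at room temperature.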
# FUS yeast rescue: FUS proteinopathy suppression in yeast; S. cerevisiae FUS-expressing, growth rescue, OD600, 24 h; Potency, µM (doses to about 76.6 µM), without a hit: top-dose growth rescue (activation), usual class: activators; actives 0.24% (n = 390,000); AID 1347120;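 also: potency is read from the fitted curve at half-maximal effect; plate controls were DMSO vehicle for no effect and reference control for full effect; nearly all actives have a fitted effect of over 55% in size; some results filed as inactive show a strong effect at the top dose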
#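 Toxicity suppression screen in FUS-yeast. Cells induced with 2% galactose, starting OD 0.005, treated 24hr at 30C with compounds at multiple final concentrations; growth by OD600.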
# EPAC1 ag: EPAC1 (human) agonism | O95398 | EPAC1 agonist qHTS, biochemical assay; response scale: 100% = response to 6.5 mM cAMP | Potency, µM (highest dose often 154 µM), for inactives: top-dose activation, most hits filed as activators | actives 0.073% (n = 360,000) | AID 720707; also: potency is read from the fitted curve at half-maximal effect; nearly all actives have a fitted effect of over 60% in size
#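 Nucleotide exchange by EPAC1 (100 nM) on Rap1B–BODIPY-GDP (250 nM) in the presence of 50 uM GDP is tracked fluorescently at 480/540 nm over 30 min. Signals are normalized to a 6.5 mM cAMP control.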
# PLK1 PBD block: inhibitors of human PLK1 polo-box domain binding. actives 2.8% (n = 360,000). Plk1 PBD binding of FITC phosphopeptide, fluorescence polarization. Potency, µM, for inactives: max response, negative = inhibition, most hits filed as inhibitors. AID 720504. P53350; also: potency is read from the fitted curve at half-maximal effect; series mostly up to about 57 µM; % is scaled to controls: 0 for no effect and ±100 for the full control effect; nearly all actives have a fitted effect of over 65% in size
# Target sequence (P53350 whole entry, looked up, the tested form may be a part): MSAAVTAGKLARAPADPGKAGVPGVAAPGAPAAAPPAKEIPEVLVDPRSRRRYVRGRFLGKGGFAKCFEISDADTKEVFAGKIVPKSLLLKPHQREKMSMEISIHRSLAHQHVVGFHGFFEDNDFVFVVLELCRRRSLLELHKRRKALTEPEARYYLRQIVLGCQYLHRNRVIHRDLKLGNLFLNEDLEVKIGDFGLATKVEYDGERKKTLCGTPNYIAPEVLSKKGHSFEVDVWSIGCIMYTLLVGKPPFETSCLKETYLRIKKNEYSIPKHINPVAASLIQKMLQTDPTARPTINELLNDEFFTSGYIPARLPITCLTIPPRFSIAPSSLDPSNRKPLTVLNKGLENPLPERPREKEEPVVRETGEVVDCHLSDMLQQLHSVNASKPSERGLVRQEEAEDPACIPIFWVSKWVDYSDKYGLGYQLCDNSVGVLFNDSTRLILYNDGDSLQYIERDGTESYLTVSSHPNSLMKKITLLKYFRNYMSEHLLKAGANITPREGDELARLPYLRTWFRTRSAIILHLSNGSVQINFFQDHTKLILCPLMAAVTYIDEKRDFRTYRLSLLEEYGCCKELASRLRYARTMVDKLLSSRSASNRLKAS
# Abeta rescue: A-beta toxicity reversal in yeast | yeast expressing A-beta42, growth rescue, OD600, 48 h; response scale: 0% DMSO, 100% iron-clioquinol control | Potency, µM (doses to about 46.1 µM), without a hit: top-dose growth rescue, hits mostly activators | actives 0.063% (n = 410,000) | AID 1347071; also: potency is read from the fitted curve at half-maximal effect; nearly all actives have a fitted effect of over 55% in size
#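 Yeast growth medium received pinned compounds, then yeast cells expressing toxic A-beta were added; plates incubated at 30 C for 48 hr. Growth read as absorbance at 600 nm, normalized to DMSO and equimolar FeCl3 plus clioquinol controls.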
# PI5P4Ka inh: blocks human PI5P4K alpha kinase activity; P48426; PI5P4Kalpha enzyme, ADP-Glo luminescence, 60 min; stronger effect = lower value; max response, %; actives 1.2% (n = 330,000); AID 652105; active = max response of -50% or lower; inconclusive = between -30% and -50%; inactive = -30% or higher; also: value at the top dose of about 77 µM; % is scaled to controls: 0 for no effect and ±100 for the full control effect
# Target sequence (P48426 whole entry, looked up): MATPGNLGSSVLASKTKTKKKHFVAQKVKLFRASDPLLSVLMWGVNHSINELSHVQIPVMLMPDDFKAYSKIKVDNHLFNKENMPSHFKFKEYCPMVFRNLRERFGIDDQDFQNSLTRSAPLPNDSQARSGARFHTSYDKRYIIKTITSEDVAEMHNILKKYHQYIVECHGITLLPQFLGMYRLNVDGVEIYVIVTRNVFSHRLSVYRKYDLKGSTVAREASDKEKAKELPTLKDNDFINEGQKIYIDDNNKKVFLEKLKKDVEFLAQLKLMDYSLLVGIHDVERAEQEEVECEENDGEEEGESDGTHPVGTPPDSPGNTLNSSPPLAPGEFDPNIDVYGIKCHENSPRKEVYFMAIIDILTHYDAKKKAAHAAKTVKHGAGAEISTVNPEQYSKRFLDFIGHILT
#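 Compounds were pin-transferred onto PI5P4Kalpha and substrate in HEPES pH 7.4 buffer with EGTA, CHAPS and 5% DMSO. ATP (5 microM final) started the reaction, which ran 60 minutes at room temperature before ADP-Glo detection.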
# IL-2 act: IL-2 activation. IL-2 activation reporter assay, cell-based qHTS; stimulated with anti-CD3/CD4/CD28 beads; in transgenic mouse T cells. activation, % (series mostly up to about 46 µM). actives 0.065% (n = 360,000). AID 652025; in the data active = activation above about 50%; inconclusive = mostly about 30% to 49%; also: 0% is about no effect
#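 Readout: EGFP and DsRed signals by fluorescent plate cytometry. Unstimulated transgenic mouse T cells received compound 60 min before antibody-bead stimulation, then incubated 18 h at 37 degrees C.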
# EPAC1 antag: EPAC1 (human) antagonism; O95398; EPAC1 GEF assay, Rap1b-BODIPY-GDP exchange fluorescence; Potency, µM (top dose mostly 115 µM), for the others: top-dose activity change, negative = inhibition, usual class: inhibitors; actives 0.14% (n = 360,000);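 also: potency is read from the fitted curve at half-maximal effect; plate controls were vehicle for no effect and positive control for full effect; nearly all actives have a fitted effect of over 50% in size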
# * hit, by the source's call; ? = inconclusive; · = no result given; [ ] = another dose, or the depositor's remark. Unless noted, calls follow the shape of the dose curve; as a rule, active = well fitted curve in the direction sought with a large enough effect; inconclusive = small, poorly fitted or top-dose-only effect, or another doubt; inactive = no such curve, though single readings can be large; an effect the other way counts as inactive or inconclusive.
# Sequence of screens – aSyn yeast inh, WRN inhibitor, FUS yeast rescue, EPAC1 ag, PLK1 PBD block, Abeta rescue, PI5P4Ka inh, IL-2 act, EPAC1 antag
(1) O=C(COC(=O)c1cccnc1Cl)Nc1ccc2c(c1)OCCO2
    3.3%, 1.4%[57.1 µM], 15.5%, -4.5%, 8.8%, 9.9%, 3.2, -2.0, -21.9%
(2) Cc1cc(Br)ccc1SCC(=O)OCC(=O)NC1CCCC1
    4.6%, -4.2%, -5.6%, 6.1%, -11.6%, 1.6%, 0.4, 0.0, -3.2%
(3) c1ccc(-c2nc(NCc3ccco3)c3oc4ccccc4c3n2)cc1
    -14.4%, ?, 25.4%, 0.0%, 2.7%, -45.3%[inhibitor], ·, 1.1, -11.3%
(4) Cc1cc(C)nc(N2CCCC(C(=O)NCCc3ccc(F)cc3)C2)n1 (stereo not drawn)
    6.0%, 1.5%, 11.0%, 7.3%, -8.6%, 6.5%, ·, -1.5, 5.0%
(5) Cn1c(=O)c(/C=C/c2ccccc2)nc2ccccc21
    2.9%, -0.9%, ·, 11.6%, -13.4%, -17.7%, -2.3, 0.0, -19.1%
(6) COc1ccc(CCNC(=O)C2CCN(S(C)(=O)=O)CC2)cc1
    -7.1%, -2.6%, 0.1%, 1.7%, 3.5%, 9.3%, ·, 0.4, 4.9%
(7) Cc1cc(C)c(NC(=O)CSc2cccc[n+]2[O-])c(C)c1
    1.0%, -21.2%, ·, 7.9%, -7.5%, 7.1%, 4.1, -2.5, -0.4%
(8) COc1cc(N)n(S(=O)(=O)c2ccc(C)cc2)n1
    1.1%, -14.3%, -17.2%, 7.3%, -10.8%, 14.5%, 13.7, -3.0, 7.0%
(9) CCOCCCn1c(=S)[nH]c2cc(C(=O)NC3CCCC(C)C3C)ccc2c1=O (stereo not drawn)
    -5.8%, -0.5%, -24.4%, 9.0%, -5.7%, -2.0%, -1.3, -1.3, -2.4%
(10) Cc1c(NC(=O)COC(=O)C2(c3ccccc3F)CCCC2)c(=O)n(-c2ccccc2)n1C
    0.8%, -2.6%, 0.2%, 3.9%, -7.8%, 3.8%, 0.2, -3.9, -4.8%
(11) CC(NC(=O)C(=O)NN=C1CCCCCCC1)c1ccccc1 (stereo not drawn)
    4.7%, 0.7%, -1.1%, -1.9%, 2.1%, 8.2%, 4.9, 2.6, 4.9%
(12) Cc1ccc(CN2C(=O)c3ccccc3C2C(=O)NCC2CCCO2)cc1 (stereo not drawn)
    1.7%, -4.1%, -7.3%, -1.0%, -2.3%, 9.2%, 0.2, 1.2, 3.0%
(13) COc1cc(CNC(=O)C2CCCC2)cc(OC)c1OC
    5.2%, -0.3%, 9.5%, -8.7%, -0.7%, 2.1%, 4.0, 0.8, 4.6%
(14) Cc1[nH]nc2c1C(c1ccsc1C)C(C#N)=C(N)O2 (stereo not drawn)
    -1.3%, -3.5%, -22.3%, 6.5%, -15.5%, -13.6%, ·, -0.7, -7.8%
(15) O=C1[C@@H](c2ccccc2)[C@@H](c2ccccc2)N1c1cccnc1
    4.9%, -3.9%, 0.7%, 1.1%, ?, -22.7%, 3.7, -0.5, 2.2%
(16) CCOc1ccc(S(=O)(=O)N2CCCC(C(=O)N3CCN(CC)CC3)C2)cc1Cl (stereo not drawn)
    -0.3%, -9.3%, -3.4%, 5.2%, -5.9%, 5.6%, 10.1, 0.6, 43.4%[activator]
(17) O=C(N/N=C/c1ccncc1)C12CC3CC(CC(C3)C1)C2
    -1.3%, -5.4%, 17.1%, 11.7%, 37.7µM*, -24.1%, -6.3, -0.9, 1.1%
(18) COc1cc(/C=C/C(=O)N2CCN(C(=O)/C=C/c3cc(OC)c(OC)c(OC)c3)CC2)cc(OC)c1OC
    4.1%, 14.4%, 7.5%, 3.0%, -2.5%, -0.4%, 0.6, 1.6, 24.2%
(19) O=C(Cc1cccs1)N(CC1CCCO1)C1(C(=O)NC2CCCC2)CCCCC1 (stereo not drawn)
    2.8%, -29.1%, 11.8%, -0.9%, -8.9%, 8.1%, -7.8, -1.7, -2.1%
(20) CC(NC(=S)Nc1ccc(S(N)(=O)=O)cc1)c1ccc2c(c1)OCO2 (stereo not drawn)
    -0.6%, -20.7%, ·, 5.9%, 1.2%, 0.0%, 0.1, 0.0, -16.6%
(21) CCCn1c(=O)[nH]c(=O)c2c(C(=O)OCC)cc(-c3cccs3)nc21
    -5.0%, ?, ?, -5.8%, -19.3%, 0.5%, -15.4, -0.4, -6.2%
(22) COc1cc(C(=O)OC(C)C(=O)Nc2ccc3c(c2)OCO3)ccc1OCc1c(C)noc1C (stereo not drawn)
    -2.0%, 6.1%, -1.7%, -0.1%, -2.5%, -4.7%, -4.9, -4.4, 1.4%
(23) CCOC(=O)C1CCN(C(=S)Nc2cccc(C)c2)CC1
    -11.4%, 2.5%, -3.1%, -3.6%, -1.7%, 22.5%, ·, 0.0, 8.3%
(24) CNc1ccc(C2(O)C(=O)c3ccccc3C2=O)cc1
    -0.1%, -1.2%, -2.8%, 2.1%, -0.9%, -4.8%, 0.2, 2.3, 0.6%
(25) Cc1ccc(-c2nc3ccc(C)cn3c2Cc2cccc(F)c2)cc1
    0.5%, -7.8%, 8.9%, 1.4%, 4.7%, 18.1%, 5.0, 0.9, -3.4%
(26) CN(C)CCCSc1nc(-c2ccccc2)nc2c1CCC2
    -0.6%, 12.3%, -3.1%, -16.5%, ?, -18.0%, -3.1, 0.4, -15.7%
(27) O=C(NC(C(=O)NCCN1CCOCC1)C12CC3CC(CC(C3)C1)C2)C1CCCCC1 (stereo not drawn)
    -12.4%, 18.8%, 6.6%, -4.9%, -5.3%, -6.5%, 1.3, 2.8, 2.1%
(28) O=C(C[C@@H]1C/C=C\C[C@@H](Cc2ccc(F)cc2)C(=O)OCCNC1=O)NCCO
    -7.4%, 1.9%, -12.3%, 10.5%, -1.5%, -23.9%, 1.2, -2.1, 3.7%
(29) COc1cccc(CNCCO)c1OCc1ccc(Cl)cc1
    -2.7%, 3.0%, -39.0%, -6.5%, -3.8%, -1.4%, -3.2, 2.5, 10.3%
(30) N#Cc1cccc(S(=O)(=O)NCC(=O)NCCCc2ccccc2)c1
    -3.3%, 2.2%, -9.1%, 12.2%, ?, 6.1%, -1.8, -0.6, -10.0%

31: O=C(c1ccoc1)N1CCC(CO)(CCc2ccccc2)CC1
32: N#CC(c1ccc([N+](=O)[O-])cc1)C(CC(=O)c1ccccc1)c1ccccc1 (stereo not drawn)
33: CCOC(=O)CSc1nnc(CNC(=O)c2ccc(OC)cc2OC)n1-c1ccc(OC)cc1
34: Cc1ccc(S(=O)(=O)N2CCCN(S(=O)(=O)c3ccc(C)cc3)CC2)cc1
35: CCOC(=O)c1c(C)[nH]c(C(=O)COC(=O)/C=C/c2ccc3c(c2)OCO3)c1C
36: CCCN(CC(=O)Nc1ccccc1C)C(=O)c1ccc(S(=O)(=O)N2CCCCCC2)cc1
compound no.,31,32,33,34,35,36
aSyn yeast inh,-0.2%,1.0%,-9.7%,-1.9%,-6.6%,3.5%
WRN inhibitor,-4.0%[57.1 µM],-4.9%,2.1%,-7.0%,-3.0%,-16.4%
FUS yeast rescue,14.0%,-5.8%,19.6%,-0.4%,20.7%,19.2%
EPAC1 ag,1.2%,15.5%,-2.1%,15.3%,4.4%,7.1%
PLK1 PBD block,4.0%,-14.1%,-0.9%,-7.9%,-15.0%,-2.7%
Abeta rescue,15.2%,16.6%,21.2%,-10.3%,-17.1%,8.9%
PI5P4Ka inh,8.1,8.8,·,1.0,-8.8,7.8
IL-2 act,-2.5,-0.6,-1.6,-0.9,-4.3,-1.5
EPAC1 antag,?,-10.8%,8.1%,12.9%,-7.4%,13.4%

# Compounds above containing four or more nitrogen atoms, in the order listed:
4: Cc1cc(C)nc(N2CCCC(C(=O)NCCc3ccc(F)cc3)C2)n1 (stereo not drawn)
14: Cc1[nH]nc2c1C(c1ccsc1C)C(C#N)=C(N)O2 (stereo not drawn)
33: CCOC(=O)CSc1nnc(CNC(=O)c2ccc(OC)cc2OC)n1-c1ccc(OC)cc1
compound no.,4,14,33
aSyn yeast inh,6.0%,-1.3%,-9.7%
WRN inhibitor,1.5%,-3.5%,2.1%
FUS yeast rescue,11.0%,-22.3%,19.6%
EPAC1 ag,7.3%,6.5%,-2.1%
PLK1 PBD block,-8.6%,-15.5%,-0.9%
Abeta rescue,6.5%,-13.6%,21.2%
PI5P4Ka inh,·,·,·
IL-2 act,-1.5,-0.7,-1.6
EPAC1 antag,5.0%,-7.8%,8.1%

# Next records follow.
37: O=c1cc(N2CCCC2)c2ccccc2o1
38: O=C(Nc1ccccc1Sc1ccccc1)c1ccccc1F
39: COC(=O)Cn1c(O)c(N=NC(=O)CNC(=O)c2ccncc2)c2ccccc21
40: CN(CC#CC(O)(c1ccccc1)c1ccccc1)C(C)(C)C
41: O=C(Nc1ccc(-c2nc3ccccc3[nH]2)cc1)c1ccccc1NS(=O)(=O)c1ccc(F)cc1
42: COc1cc(C(=O)O)ccc1Cl
43: Cc1cccc(NC(=O)CCN2CCCCC2)c1
44: COc1ccc(-c2cnc(N)n2C)cc1
compound no.,37,38,39,40,41,42,43,44
aSyn yeast inh,3.5%,-2.0%,2.7%,-0.3%,-7.0%,-5.8%,-0.4%,0.3%
WRN inhibitor,-11.7%,9.5%[57.1 µM],-6.9%,-28.0%,-32.3%[57.1 µM],-0.4%,7.4%,2.5%
FUS yeast rescue,2.4%,13.3%,3.8%,4.7%,·,-9.0%,5.0%,8.7%
EPAC1 ag,7.2%,9.6%,-1.3%,-3.1%,-12.4%,-7.7%,-5.3%,-11.1%
PLK1 PBD block,-5.7%,-6.7%,-3.1%,-13.9%,26.7µM*,-2.1%,6.4%,-15.6%
Abeta rescue,-10.4%,2.5%,-2.3%,6.0%,-11.9%,0.4%,-0.2%,-21.4%
PI5P4Ka inh,3.4,-1.7,-2.9,0.0,?,-1.1,3.5,0.5
IL-2 act,-0.9,-1.2,-0.8,0.6,0.3,-0.7,-1.1,-1.1
EPAC1 antag,3.7%,6.8%,13.2%,-13.4%,?,-15.5%,9.7%,-1.7%
